A3A deaminase: blocks human APOBEC3A ssDNA deamination; recombinant A3A, FAM/TAMRA ssDNA deamination fluorescence; inhibition, % at 20 µM; hit rate 0.41% among 330,000; AID 493011;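 active = at least 40% inhibition at 20 µM here, with at most 30% in a related deaminase screen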;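 note: plate controls were A3A with DMSO for no effect and wells lacking A3A enzyme for full effect; some results filed as inactive read as strong as hits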
Target sequence (P31941 whole entry, looked up): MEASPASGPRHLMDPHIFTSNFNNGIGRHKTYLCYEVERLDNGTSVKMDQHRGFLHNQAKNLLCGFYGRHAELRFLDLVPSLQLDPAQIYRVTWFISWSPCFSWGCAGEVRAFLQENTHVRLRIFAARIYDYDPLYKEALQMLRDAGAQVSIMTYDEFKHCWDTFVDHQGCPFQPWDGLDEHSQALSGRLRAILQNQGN
ATG4B inhibitor: ATG4B (human) cysteine protease inhibition | Q9Y4P1 | ATG4B cleavage of LC3-PLA2, NBD-HPC fluorescence, 1 h | inhibition, % at 8.33 µM | hit rate 0.51% among 340,000; in the data active = inhibition above about 40%
Target sequence (Q9Y4P1 whole entry, looked up): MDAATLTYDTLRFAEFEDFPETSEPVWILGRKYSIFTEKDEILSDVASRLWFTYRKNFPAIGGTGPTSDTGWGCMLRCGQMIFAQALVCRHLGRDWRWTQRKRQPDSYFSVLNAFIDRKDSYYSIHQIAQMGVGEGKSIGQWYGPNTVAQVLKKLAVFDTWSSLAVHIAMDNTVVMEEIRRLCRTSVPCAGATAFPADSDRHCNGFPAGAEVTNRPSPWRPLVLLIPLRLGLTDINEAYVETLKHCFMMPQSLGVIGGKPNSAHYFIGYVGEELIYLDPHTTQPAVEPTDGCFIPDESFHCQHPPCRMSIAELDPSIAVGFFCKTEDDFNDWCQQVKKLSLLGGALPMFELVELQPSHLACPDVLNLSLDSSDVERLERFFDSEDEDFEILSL
mIAP act: mouse IAP activation | muIAP, CDP-Star luminescence, 30 min; hits give high values; 1 = vehicle-only enzyme signal, 0 = enzyme-free wells | activation factor at 10 µM | hit rate 0.24% among 330,000 | AID 2805;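 active = activation factor of at least 2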; note: the source names both 10 and 20 µM as test concentration; values of inactives mirror those of a sister screen read the other way
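also added = chemiluminescent substrate CDP-Star | test system = mouse IAP enzyme | signal = chemiluminescence readout | compound = DMSO-dissolved test compounds | incubation = 30 min at room temperature | benchmarks = DMSO wells, no-enzyme wells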
hIAP act: human IAP activation; P09923; purified human IAP, CDP-Star luminescence, 30 min; hits give high values; 1 = vehicle-only enzyme, 0 = enzyme-free background; activation factor at 10 µM; hit rate 0.16% among 330,000; AID 2524;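 active = activation factor of the enzyme at least 2-fold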; note: the source names both 10 and 20 µM as test concentration; values of inactives mirror those of a sister screen read the other way
hIAP block: human IAP inhibition. P09923. purified IAP, CDP-Star luminescence, 30 min. inhibition, % at 10 µM. hit rate 0.12% among 330,000;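 active = inhibition reaching a set limit with compound at 10 µM in the primary screen, cut at about 35% in these data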;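 note: plate controls were DMSO wells with enzyme for no effect and no-enzyme buffer wells for full effect; values of inactives mirror those of a sister screen read the other way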
beta cell repl: MIN6 beta-cell proliferation induction; MIN6 cells proliferation, ATPlite luminescence, 48 h; cells starved in 0.2% serum; 100% = growth in 10% serum; proliferation, % at 10 µM; hit rate 0.29% among 330,000;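 active = compounds whose signal lies at least 3.5 SD above the mean of all wells on their plate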;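 note: 0% = DMSO-treated cells in low-serum medium and 100% = 10% serum control; some compounds called inactive have numbers as strong as hits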
APOBEC3G inh: APOBEC3G (human) deaminase inhibition; recombinant A3G, ssDNA deamination FAM/TAMRA fluorescence; hit rate 0.28% among 330,000; inhibition, % at 20 µM; Q9HC16;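 active = inhibition of at least 40% at 20 µM, with no more than 30% in the related APOBEC3A deaminase screen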;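 note: plate controls were DMSO wells with A3G for no effect and wells lacking A3G enzyme for full effect; some compounds called inactive have numbers as strong as hits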
MPTP block: permeability transition pore inhibition; inhibition, % at 10 µM; hit rate 1.4% among 360,000; isolated mouse mitochondria, Ca2+ swelling absorbance, 30 min; AID 602449;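 active = inhibition of 50% or more, scaled per plate between neutral and stimulator controls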;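 note: 0% = DMSO wells given calcium and 100% = 1 mM EGTA wells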
mIAP block: blocks mouse intestinal alkaline phosphatase; hit rate 0.2% among 330,000; inhibition, % at 10 µM; purified mouse IAP, CDP-Star luminescence, 30 min;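 active = inhibition of at least 40% at 10 µM in the primary screen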;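 note: plate controls were DMSO with enzyme for no effect and no enzyme wells for full effect; values of inactives mirror those of a sister screen read the other way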
* marks the source's active call; other numbers are inactive results; · = not tested or not shown.

canonical_smiles	MPTP block	mIAP act	hIAP block	beta cell repl	mIAP block	A3A deaminase	hIAP act	ATG4B inhibitor	APOBEC3G inh
CCCCC(c1nnnn1Cc1ccco1)N1CCN(c2nc3ccccc3s2)CC1 (centres undefined)	-1.7	1	0	-4	-3	0	1	13	-2
FC(F)(F)c1ccc(CSc2ccccn2)cc1	1.3	1	-2	0	-4	-2	1	0	-5
COc1cccc(NC(=O)C2CCCC2)c1	-2.0	0.87	-4	-3	13	-4	1	-1	-5
CN(CC(=O)NC1CCCCCCC1)S(=O)(=O)c1cnc[nH]1	-1.5	1.1	12	1	-6	-1	0.88	-7	-9
COc1ccc(C(=O)Nc2nc3ccccc3[nH]2)cc1S(=O)(=O)N1CCCC1	-0.1	0.96	-51	-3	4	0	1.5	-10	12
CCN1CCN(S(=O)(=O)c2ccc(Cl)c(C(=O)Nc3ccccc3N3CCOCC3)c2)CC1	-0.3	1.1	-30	2	-5	53*	1.3	-3	4
NS(=O)(=O)c1ccc(NC(=S)NCc2ccc(F)cc2)cc1	-1.5	1.1	3	3	-5	-1	0.97	7	-8
Cc1ccc(N(C(=O)c2ccc(S(=O)(=O)N3CCCC3)cc2)C2C=CS(=O)(=O)C2)cc1 (centres undefined)	1.0	0.84	10	4	16	0	0.91	-4	-4
Cc1ccc(C(C(=O)NC2CCCC2)N(C(=O)c2csnn2)C2CC2)cc1 (centres undefined)	-2.3	1	-25	-4	-2	-6	1.3	-2	-9
Cc1ccccc1N1CC(=O)Nc2c(oc3nc(-c4ccccc4)cc(C)c23)C1=O	2.1	0.96	-1	-4	4	-3	1	-15	-12
Cc1ccc(OCC(=O)N(C)CC(=O)Nc2ccc(F)cc2)c([N+](=O)[O-])n1	-0.3	0.94	15	3	6	-1	0.85	-1	-1
COc1ccc(N2CCN(CCCNC(=O)C3CCN(S(=O)(=O)N4CCOCC4)CC3)CC2)cc1	-2.8	0.96	-12	-3	4	0	1.1	-6	-5
CC1O[C@@H](O[C@H](C)CC/C=C/C(=O)O)C(O)C[C@H]1O (some centres undefined)	-2.0	1.1	8	-4	-10	-5	0.92	-1	-8
O=C(OCc1ccccc1)Oc1cncc(C(=O)O)c1	-0.3	0.99	5	-3	1	-3	0.95	1	-2
Nc1nonc1/C(=N/O)N1CCN(CCO)CC1	-0.4	1.1	3	1	-10	1	0.97	5	1
CSc1nsc(SCCN2C(=O)c3ccccc3C2=O)n1	-1.6	1	-24	-2	-4	-4	1.2	5	6
CCc1nc2sccc2c(=O)n1N	0.5	1	18	0	-2	3	0.82	6	-3
COc1ccc(S(=O)(=O)N2CCOCC2)cc1C(=O)N(C)Cc1ccco1	-0.9	0.95	-4	2	5	2	1	5	-2
CCCN1CCCC[C@H]1C(=O)Nc1c(C)cccc1C	-1.0	1.1	-27	-3	-5	-3	1.3	1	-6
Cc1ccccc1OCC(=O)NCC(=O)N/N=C/c1cccc([N+](=O)[O-])c1	·	0.97	-12	-5	3	4	1.1	·	-4
COc1cccc(NC(=O)c2sc(Cl)nc2C)c1	1.5	1.1	-17	-2	-10	-2	1.2	1	-4
O=C(Nc1ccc(Cl)cc1)N1CCN(c2ccccc2)CC1	66*	1.2	-23	1	-22	3	1.2	-13	2
O=C(CCCCC(=O)NC1CCCC1)NC1CCCC1	-0.4	1	-1	-3	-1	-3	1	1	-6
CCC(Sc1nc(N)c(NC(=O)c2ccc(OC)c(OC)c2)c(=O)[nH]1)C(=O)OC (centres undefined)	-0.1	1	20	-2	-1	0	0.81	-10	2
O=C1CN(C(=O)/C=C/c2ccc(Cl)cc2)c2ccccc2N1	0.2	0.94	11	2	6	3	0.89	-7	11

Reformatted with two lines to a compound: entries from further up.
Second line of a record: MPTP block, mIAP act, hIAP block, beta cell repl, mIAP block, A3A deaminase, hIAP act, ATG4B inhibitor, APOBEC3G inh
> Cc1ccc(C(C(=O)NC2CCCC2)N(C(=O)c2csnn2)C2CC2)cc1 (centres undefined)
 : -2.3, 1, -25, -4, -2, -6, 1.3, -2, -9
> COc1cccc(NC(=O)C2CCCC2)c1
 : -2.0, 0.87, -4, -3, 13, -4, 1, -1, -5

(list continues)
canonical_smiles	MPTP block	mIAP act	hIAP block	beta cell repl	mIAP block	A3A deaminase	hIAP act	ATG4B inhibitor	APOBEC3G inh
O=C(CNS(=O)(=O)c1c(F)cccc1F)NC1CCCc2ccccc21 (centres undefined)	-1.0	1	4	-1	-2	0	0.96	4	-6
CC(Oc1ccc(Br)cc1)C(=O)NCC(c1cccs1)N1CCOCC1 (centres undefined)	0.1	0.93	-10	3	7	3	1.1	3	-5
CN1C(=O)c2cccc3c(N)ccc(c23)C1=O	0.6	1.1	-3	1	-9	-51	1	-75	-93
O=[N+]([O-])c1ccc(C(O)CN=Cc2ccc(O)cc2O)cc1 (centres undefined)	0.7	0.86	7	-2	14	0	0.93	-5	-2
CC(=O)Nc1ccc(S(=O)(=O)Nc2nc(-c3ccc(C(C)(C)C)cc3)cs2)cc1	1.6	0.92	-13	-1	8	2	1.1	19	-4
CCC1CCCCN1C(=O)Nc1cc(Cl)ccc1OC (centres undefined)	-1.1	0.94	-4	0	6	-1	1	-2	-4
O=S(=O)(c1ccccc1)N1CCC(n2cnc3ccccc32)CC1	-0.4	0.99	10	-7	1	-3	0.9	-3	-12
CC1CCCC(NC(=O)NC(=O)COC(=O)C2=NN(c3ccccc3)C(=O)CC2)C1C (centres undefined)	0.0	1.1	-6	-1	-5	-3	1.1	-7	-10
C=CCNC(=O)C1CCN(c2c([N+](=O)[O-])cc(C(F)(F)F)cc2[N+](=O)[O-])CC1	0.8	1	-7	2	-4	-1	1.1	-3	-8
COc1ccc(OC(=O)C(C)N2C(=O)c3ccccc3C2=O)cc1 (centres undefined)	0.3	0.95	-16	-1	5	-3	1.2	3	-8
CC1(NC(=O)CC[N+](C)(C)CCO)CS(=O)(=O)CC1S(=O)(=O)[O-] (centres undefined)	·	0.98	7	-3	2	11	0.93	·	7
Cc1ccc(F)cc1NS(=O)(=O)c1ccc(Cl)s1	8.4	0.98	6	-3	2	-2	0.94	6	-4
N#C/C(=C\c1cccc([N+](=O)[O-])c1)c1ccccn1	-0.9	0.99	9	-3	1	0	0.91	4	15
CCCCn1c(N)c(N(CC(C)C)C(=O)COC(=O)c2ccccc2NCCO)c(=O)[nH]c1=O	1.5	0.99	6	-1	1	41*	0.94	-6	8
CCn1cc(CNC(=O)CCSc2nc(-c3ccco3)cc(C(F)(F)F)n2)cn1	·	0.95	-3	-1	5	-4	1	-14	-5
CCC1SC(CC)C(=O)N(CC(=O)NCCc2ccccc2)C1=O (centres undefined)	0.5	0.96	-1	-4	4	2	1	-1	-16
COc1cc(C2N(c3ccccc3)CCN2c2ccccc2)cc(OC)c1OC	-0.2	0.96	12	-3	4	2	0.88	2	0
CCCc1c2c(cc3c(=O)cc(C(=O)OCC)oc13)CCCC2	-0.3	1	-13	-4	-2	-3	1.1	-4	-2
CNC(=O)c1cc(-c2ccc(Cl)cc2)n(-c2ccccc2)n1	0.3	1	-4	1	0	0	1	-7	-1
CN(C)S(=O)(=O)n1cc(/C=C(\NC(=O)c2ccccc2Cl)C(=O)N2CCOCC2)c2ccccc21	-0.6	0.98	-12	-1	2	-5	1.1	-10	-7
CCOc1cc(/C=C2\C(=O)ON=C2c2ccccc2)ccc1OC	0.8	1	-1	2	-1	-3	1	-9	2
Cc1ccc(S(=O)(=O)/N=C2/NC(=O)/C(=C/c3cccnc3)S2)cc1	-1.3	1	-4	3	-1	-13	1	3	-6
Cc1cc(=O)[nH]c(CN2CCOCC2)n1	-4.4	0.95	1	-1	4	-3	0.99	2	-8
Cc1ccccc1OCC(=O)Nc1ccc(NC(=O)c2ccco2)cc1	1.6	0.95	-16	-4	5	-3	1.2	-13	-7
CN(C)CCCN(C(=O)c1ccco1)c1nc2ccc(Br)cc2s1	4.6	1	1	-4	-3	3	0.99	3	-3

More structures:
canonical_smiles	MPTP block	mIAP act	hIAP block	beta cell repl	mIAP block	A3A deaminase	hIAP act	ATG4B inhibitor	APOBEC3G inh
COc1cc(S(=O)(=O)N2CCn3cccc3C2C)ccc1NC(C)=O (centres undefined)	-1.5	1	0	0	-5	-2	1	-7	-6
Cc1cc2oc(=O)cc(CN(C)Cc3ccccc3)c2cc1C(C)C	1.2	0.89	11	-5	12	-2	0.89	9	-6
CC(NC(=O)c1ccccc1F)C1CC1 (centres undefined)	0.9	0.92	-26	-1	8	-6	1.3	6	-11
CN(C)c1nc(Nc2ccc(F)cc2)nc(Oc2ccc(F)cc2)n1	0.9	0.99	-8	-4	1	-3	1.1	5	-7
CC1CCCCC1NC(=O)CSc1nnc(CC(=O)Nc2ccccc2F)n1C (centres undefined)	0.7	0.94	4	-1	6	0	0.96	-4	-6
CCC1Oc2ccc(C)cc2N(CC(=O)N2CCN(c3ccc(F)cc3)CC2)C1=O (centres undefined)	5.8	0.96	-11	-3	4	0	1.1	-9	-4
CCc1nc(N)c(C#N)c(-c2cccnc2)c1C	0.3	1	-1	6	-4	3	1	0	0
Cc1ccccc1NC(=O)Cn1nnc2c(cnn2-c2ccc(F)cc2)c1=O	0.7	0.97	-5	-4	3	-7	1.1	-4	-3
O=C1C=C(O)CC(c2ccc(Cl)cc2)C1 (centres undefined)	-1.9	1	-4	-2	-1	-2	1	5	-2
O=c1oc2ccccc2c(Nc2cc3ccccc3cc2O)c1[N+](=O)[O-]	16	0.85	8	-3	15	-1	0.92	19	-5
COc1nc(-c2ccc(Cl)cc2Cl)nc2ccccc12	0.2	0.98	5	1	2	-5	0.95	6	-20
Cc1ccc(C(C)C)c(OCC(=O)NN=C2CCCCCCC2)c1	-1.6	0.88	-5	0	12	-2	1.1	8	-2
COc1ccc(NC(=O)[C@@H]2CC=C[C@@H]3CCN(Cc4ccc(Cl)c(Cl)c4)C(=O)[C@@H]32)cc1	-0.6	1.4	3	-6	-40	-5	0.97	30	-8

Bioassay records (PubChem)
